TcdB inh: inhibitors of Clostridioides difficile toxin B glycohydrolase; P18177; TcdB glycohydrolase enzymatic assay, plate reader; inhibition, % at 9.99 µM; 350,000 compounds, 0.24% hits; AID 652162; in the data active means inhibition above about 10%
3CLpro inhibitor: SARS-CoV 3CLpro protease inhibition. AID 1706. recombinant SARS-CoV 3CLpro, quenched FRET peptide cleavage. inhibition, % at 6 µM. 290,000 compounds, 0.14% hits; in the data active means inhibition above about 12%
PrPC surface inh: inhibitors of human cell surface prion protein PrPC. P04156. TR-FRET read-out. 370,000 compounds, 0.43% hits. inhibition, % at 13.8 µM; in the data active means inhibition above about 24%; further: 0% = median of the test wells and 100% = reference compound wells
BoNT A protease: inhibitors of Botulinum neurotoxin A light chain protease; multiplex microsphere protease substrate cleavage, flow cytometry; inhibition, % at 10 µM; AID 588499; 360,000 compounds, 0.17% hits; further: plate controls were buffer without enzyme for full effect and enzyme alone for no effect
Y pestis TopoI: Y. pestis Topo-I inhibition via cleavage products; Y. pestis Topo-I cleavage product accumulation, plate reader; activity, % at 10 µM; 360,000 compounds, 0.064% hits; in the data active means activity above about 50%, passing the limit was not always enough; inconclusive means no clear call, values can overlap the other calls; further: inactives centre near 2
PriA SSB inh: K. pneumoniae PriA-SSBct interaction inhibition; AlphaScreen SSBct-PriA binding, biotinylated peptide; inhibition, % at 33 µM; 430,000 compounds, 0.6% hits; AID 1272365; in the data active means inhibition mostly above about 37%, no sharp cut-off; inactive means mostly below about 20%;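 further: plate controls were negative control peptide for no effect and reference peptide for full effect; strong numbers were not always called active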
Vc quorum ag: induces V. cholerae light production without autoinducers. V. cholerae BH1578 lux reporter, luminescence, 6 h. activation, % at 18.7 µM. 350,000 compounds, 0.16% hits; in the data active means activation mostly above about 9.7%, no sharp cut-off; inconclusive means no clear call, values can overlap the other calls; inactive means mostly below about 3.7%; further: not every result past the cut was called active; inactives centre near 0; reference of the scale not given here
PfHsp40 yeast: rescue of PfHsp40-mediated yeast toxicity; growth rescue, % at 12.5 µM; 340,000 compounds, 0.68% hits; S. cerevisiae expressing PfHsp40, growth rescue, ATP luminescence; AID 504582; in the data active means growth rescue above about 28%, passing the limit was not always enough; inconclusive means no clear call, values can overlap the other calls;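 further: yeast W303a lacking pdr1 and pdr3 grown in galactose medium; growth measured after three days at 30 °C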
Anthrax LF inh2: anthrax lethal factor protease inhibition. P15917. multiplex microsphere protease cleavage assay, LF. inhibition, % at 10 µM. 360,000 compounds, 0.12% hits; further: plate controls were buffer without enzyme for full effect and enzyme alone for no effect
* marks the source's active call; other numbers are inactive results; i = inactive; ? = inconclusive; . = no result given; & = joins results of further samples. Unless noted, no stated cut-off is given here; in the data, active means inhibition above about 30%; inconclusive means no clear call, values can overlap the other calls; inactive means below that. Not all compounds are listed; count on the stated rates, not on these rows.

entry	molecule	TcdB inh	3CLpro inhibitor	PrPC surface inh	BoNT A protease	Y pestis TopoI	PriA SSB inh	Vc quorum ag	PfHsp40 yeast	Anthrax LF inh2
1	Cc1cc(C)n(-c2nnc(C)n2NC(=O)c2cccc(Cl)c2)n1	.	-3	4	-0.8	3	12	0.4	0.1	6
2	CCOC(=O)C1=C(c2ccccc2)Nc2ncnn2C1c1ccccn1 (stereo not given)	.	1	5	0.6	4	-11	3.7	-0.1	-1
3	Cc1ccc(/C=C/C(=O)N2CCCN(C(=O)/C=C/c3ccc(C)cc3)CC2)cc1	.	-6	-16	-0.4	30	-9	0.0	3.4	-1
4	O=C1CC(=O)N(CCc2ccc(F)cc2)C(=O)N1	.	1	3	0.4	-1	-7	i	-1.0	1
5	CC(C)C[C@H]1COc2cccc(N(C)CCO)c2S(=O)(=O)N1	0.0	.	-7	0.9	.	.	.	.	-14
6	C[C@@H](c1ccccc1)N1C[C@@H](COCc2ccccc2)Oc2cc(N3CC[C@H](N(C)C)C3)ccc2S1(=O)=O	1.6	.	-4	0.3	.	.	.	.	-4
7	CSCC[C@H](NC(=O)NCCC1=CCCCC1)C(=O)O	.	4	9	0.2	1	-5	-2.2	-1.6	-3
8	Cc1nn(-c2ccc(N3CCOCC3)nn2)c(C)c1CCC(=O)N1CCN(C)CC1	-0.1	1	1	?	6	-3	-0.1	0.3	?
9	Cc1ccc(C)c(N2CCN(C(=O)C34CC5CC(C3)CC(n3nnc(C)n3)(C5)C4)CC2)c1	-0.6	10	7	-1.2	13	10	-0.3	2.6	-7
10	N#Cc1ccccc1N=C1CCCN1Cc1ccccc1	.	-4	-3	0.4	-3	-10	-2.3	0.3	0
11	O=C(NCCN1C(=O)S/C(=C\c2cccnc2)C1=O)C1CC(=O)N(Cc2ccco2)C1 (stereo not given)	0.9	-3	-6	-1.1	5	-3	-0.2	0.3	4
12	CC(=O)NC1CC2CCCC(C1)N2S(=O)(=O)c1ccccc1 (stereo not given)	.	0	4	-0.3	3	0	-0.4	0.8	-2
13	Cc1cc(=O)[nH]c(N/N=C/c2ccc(C)o2)n1	1.0	6	2	0.5	-3	.	-0.3	-0.9	2
14	O=C(COC(=O)c1ccc(OC(F)F)cc1)NCCCN1CCCC1=O	1.0	-1	0	-0.8	-3	-8	-0.8	-0.2	-6
15	O=C(Nc1nnc(N2CCCCCC2)s1)c1cc(-c2ccc(Br)cc2)on1	-6.3	-6	3	-0.5	-3	-6	-0.2	1.5	-7
16	CC1CCc2c(sc(NC(=O)CCc3nc4ccccc4c(=O)[nH]3)c2C#N)C1 (stereo not given)	1.8	.	-4	0.8	6	-3	i	0.3	0
17	CC1(c2ccc3ccccc3c2)NC(=O)N(CC(=O)N2CCN(Cc3ccc(C#N)cc3)CC2)C1=O (stereo not given)	.	.	.	.	3	6	-0.6	1.7	.
18	COC(=O)c1ccc(N=NN2CCCCC2)cc1	3.4	-5	-3	0.1	-10	-3	0.4	-0.8	-3
19	C/C(=N\NC(=O)c1ccc(CN2CCOCC2)cc1)c1cccc([N+](=O)[O-])c1	-0.1	8	-6	-0.2	13	.	i	-2.0	-1
20	CCC(=O)N1CCc2cc(S(=O)(=O)CCC(=O)N(C)c3ccc(OC)cc3)ccc21	-5.6	-1	-3	1.2	2	-15	-0.7	-1.2	-1
21	NC(=O)C1=C[C@H](c2ccc3c(c2)OCO3)C[C@H](OCc2ccc(CO)cc2)O1	-0.5&-3.0	2	2	0.0	0	3	-0.9	-2.0	7
22	CC(C)c1ccc(CNC(=O)C(=O)Nc2nccs2)cc1	1.1	5	-1	0.2	1	-7	i	0.8	0
23	CC(=O)c1cccc(NC(=O)Cn2c(=O)oc3cc(S(=O)(=O)N4CCCC4)ccc32)c1	0.2	-6	0	0.8	6	13	-0.4	-0.1	2
24	N#Cc1ccc(-c2ccc(OCC(=O)NN=Cc3ccncc3)cc2)cc1	0.2	.	-1	0.6	-2	-14	.	-1.9	2
25	Cc1ccc(-n2c(SCC(N)=O)nc3c(c2=O)C2(CCCC2)Cc2ccccc2-3)cc1	.	2	19	-0.6	21	-2	-0.4	2.3	-4
26	Cc1cc(C)nc(NC(=O)c2ccc(Cl)cc2)n1	1.7	6	-1	-0.2	-2	-5	-0.4	-1.4	2
27	O=[N+]([O-])c1ccc(N2CCc3ccccc3C2)nc1	0.5	1	-15	-1.0	1	22	-1.4	-0.3	12
28	COCCCNCCCCSc1ccc(Cl)cc1	.	3	-7	0.1	-3	4	-0.2	0.1	-2
29	CCCSc1nc2c([nH]1)c(=O)n(C)c(=S)n2C	10*	.	-7	-0.2	-6	3	i	-0.9	-4
30	Cc1ccc(Nc2ccc(NCc3ccccc3)nn2)cc1C	.	3	3	-0.2	-8	36	-0.2	-0.8	-6

Of the compounds above, these contain a furan ring, fused or not:
entry	molecule	TcdB inh	3CLpro inhibitor	PrPC surface inh	BoNT A protease	Y pestis TopoI	PriA SSB inh	Vc quorum ag	PfHsp40 yeast	Anthrax LF inh2
11	O=C(NCCN1C(=O)S/C(=C\c2cccnc2)C1=O)C1CC(=O)N(Cc2ccco2)C1 (stereo not given)	0.9	-3	-6	-1.1	5	-3	-0.2	0.3	4
13	Cc1cc(=O)[nH]c(N/N=C/c2ccc(C)o2)n1	1.0	6	2	0.5	-3	.	-0.3	-0.9	2

Remaining list, next part:
entry	molecule	TcdB inh	3CLpro inhibitor	PrPC surface inh	BoNT A protease	Y pestis TopoI	PriA SSB inh	Vc quorum ag	PfHsp40 yeast	Anthrax LF inh2
31	O=C(c1ccco1)n1c(=S)nc2ccccn21	.	1	-1	1.4	-1	-19	i	-0.4	0
32	CSCCC(NC(=O)c1ccccc1Cl)C(=O)N(C)Cc1cccs1 (stereo not given)	-0.6	6	2	0.7	1	5	i	-1.0	5
33	O=C(NCCc1ccccc1)C1CC(=O)N(C2CCCCCC2)C1 (stereo not given)	-0.5	0	5	-1.2	-1	-7	-0.2	0.7	-4
34	Cc1ccc(C2(C)NC(=O)N(CC(=O)N3CCN(S(=O)(=O)c4ccc(Cl)s4)CC3)C2=O)cc1 (stereo not given)	-0.2	.	-6	3.1	-2	7	i	0.5	8
35	COC(=O)c1cccc(CSc2nc3ccccc3[nH]2)c1	1.3	-2	5	-0.1	-5	0	-0.6	-1.5	0
36	COC(=O)C1=C(c2cc3ccccc3s2)C[C@@H]2CC[C@H]1N2C(=O)NCc1cccc2ccccc12	0.5	.	-1	-0.2	34	6	i	-0.4	-1
37	COC(=O)C1=NNCC12CC(=O)N(c1ccc(Br)cc1)C2=O (stereo not given)	0.9	-2	-2	1.5	-3	1	-0.9	-0.5	-2
38	Cc1ccc(C(=O)N/N=C\c2ccc(-c3ccc(Cl)c(Cl)c3)o2)cn1	2.9	-1	-5	.	-10	.	i	-0.5	.
39	CC(C)Cc1nc2ccccc2n1CCc1ccccc1	0.1	0	12	-0.7	12	-29	i	-1.5	-2
40	Cc1nnc(NC(=O)C2(c3ccccc3)CCOCC2)s1	.	1	-6	-0.8	3	-8	i	-1.1	-2
41	CC(CCCC(C)(C)O)NC(=O)c1cc(COc2ccc3ncccc3c2)on1 (stereo not given)	1.6	6	10	0.7	4	1	i	-1.7	0
42	COCOCCn1cc(CN2CCS(=O)(=O)N(Cc3ccc(-c4ccc(Cl)nc4)cc3)C(C)C2=O)nn1 (stereo not given)	1.4	.	0	-0.2	-5	.	-0.6	.	0
43	C[C@H](NC(=O)OCc1ccccc1)C(=O)NNC(=O)[C@H](Cc1ccccc1)NC(=O)OC(C)(C)C	1.3	.	7	-0.2	-2	6	1.0	0.5	7
44	COc1ccccc1NC(=O)N1C2CCCC1CC(NC(=O)c1ccccc1)C2 (stereo not given)	1.1	-2	11	-0.7	3	-11	-0.3	-0.9	-4
45	Cc1nc2c(=O)[nH]c(=S)[nH]c2[nH]c1=O	0.2	.	-6	0.2	-2	4	i	2.3	-1
46	CCOc1ccc2nc(N3CCC(C(=O)NCCCN4CCOCC4)CC3)sc2c1	1.8	1	8	-0.3	7	5	-2.8	-0.4	-3
47	Cc1ccc(OCc2nnc(-c3ccc(Cl)cc3)o2)cc1	0.0	.	2	-2.8	-1	-3	i	?	0
48	C(=N/n1c2ccccc2c2ccccc21)/c1ccco1	.	2	11	0.1	-5	.	1.5	9.7	-4
49	Cc1cc(C)cc(-n2ncc3c2CCCC3NC(=O)c2cc(C)oc2C)c1 (stereo not given)	0.5	-2	1	0.7	12	-1	-0.8	0.0	-1
50	O=C(NCCOc1cccc(Cl)c1Cl)c1cc(-n2cnnc2)ccc1Cl	1.6	-7	.	-0.6	12	-20	-0.4	1.1	0
51	COC(=O)c1ccc(CNC(=O)COC(=O)COc2ccc(OC)cc2)cc1	2.1	0	11	4.0	-8	-4	i	0.2	-1
52	O=C(NCc1ccc2c(c1)OCO2)c1c[nH]c2ccc(S(=O)(=O)N3CCOCC3)cc2c1=O	.	3	1	1.9	-10	-7	i	0.0	-7
53	CC1C(=O)N(Cc2cn(CCC3OCCO3)nn2)CCS(=O)(=O)N1Cc1ccc(-c2ccc(Cl)c(Cl)c2)cc1 (stereo not given)	0.0	.	-9	-0.2	27	.	-0.2	.	1
54	CCC(C)N(C(=O)COC(=O)/C=C/c1ccc(O)c(OC)c1)C1CCS(=O)(=O)C1 (stereo not given)	.	2	-10	2.1	-1	-9	0.3	-0.9	0
55	O=C(NCCNC(=O)c1ccccn1)c1ccc(-c2ccccc2)cc1	0.8	2	-1	.	5	2	-0.2	-1.1	.
56	Cc1ccc(NC(=O)c2c(C)nc3ccccn23)cc1C	-0.4	-1	-1	-1.1	6	-5	-0.3	0.3	-2
57	COC(=O)C1[C@H]2SC(C)(C)C(C(=O)OC)N2C(=O)N1Cc1nc2ccccc2s1 (stereo not given in full)	-0.4	-6	7	0.3	-8	-8	-0.4	-2.1	-2
58	CN1CCN(CCNC(=O)Cn2c(=O)c3cccn3c3ccc(F)cc32)CC1	0.6	-1	6	1.0	-4	-16	-0.5	-0.6	2
59	COc1ccc(CNC(=O)C2CC(c3ccccc3[N+](=O)[O-])=NO2)cc1 (stereo not given)	0.9	2	-2	-0.4	-6	-2	i	-0.5	0
60	COc1ccccc1S(=O)(=O)Nc1ccc(S(=O)(=O)Nc2nccs2)cc1	1.4	.	-7	-0.2	4	-6	i	0.8	-9
61	O=C(NC1CCCCC1)C(c1ccc(F)cc1)N(C(=O)Cc1ccsc1)c1ccc(F)cc1 (stereo not given)	-0.3	2	10	0.5	5	2	i	-1.2	-6
62	O=C1c2ccccc2C(=O)N1c1cccc(-c2nc3ccccc3o2)c1	.	5	7	0.0	2	-4	i	1.0	-4
63	CCC(C)(C)NC(=O)Cc1ccc(Cl)cc1	1.3	2	4	-1.4	-8	0	-0.4	-1.8	-8
64	CCOC(=O)Cc1cnc(NC(=O)c2ccccc2)s1	0.5	-6	3	0.6	-1	-7	i	-0.7	-2
65	Cc1ccnc(NCc2ccc(Cl)cc2)c1	2.2	5	2	-2.8	2	-5	-1.3	-0.8	4
66	CCOC(=O)C1CCN(CCC(=O)Nc2cc(C)ccc2C)CC1	-1.5	-1	-3	1.0	-3	5	-0.2	0.4	42*
67	CC(=O)Oc1ccc([C@@H]2COc3c(ccc4c3C=CC(C)(C)O4)C2)c(OC(C)=O)c1	-2.7	.	5	0.5	-1	-6	-0.4	1.6	-4
68	CCOc1ccc(NC(=O)COc2cccc3cccnc23)cc1S(=O)(=O)N1CCCC1	2.3	.	-1	-0.2	27	.	-0.1	.	5
69	CCCc1cc(=O)oc2cc(OCC(=O)NCCN3CCOCC3)c(Cl)cc12	-3.2	.	3	-0.2	2	.	-0.3	.	0
70	CCN(Cc1ccccc1)C(=O)C(C)OC(=O)c1cc(S(=O)(=O)Nc2c(C)n(C)n(-c3ccccc3)c2=O)ccc1C (stereo not given)	0.7	-3	-1	0.5	8	1	-0.1	-1.2	1
71	COc1ccc(C(=O)Nc2cccc(-c3ccc4nncn4n3)c2)cc1OC	2.1	-2	-1	0.6	1	-16	2.2	-0.7	5
